# FBW7 activator = FBW7 E3 ligase activators, primary screen, biochemical, AlphaScreen, human; F-box/WD repeat-containing protein 7 (Homo sapiens), Q969H0; AlphaScreen FBW7–phospho-cyclin E peptide binding, activator screen; AID 1259310, 2017; 650,000 tested, 0.13% active; normalized activity (activation), % at 26.1 µM; in the data active = normalized activity above about 1.9%;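 note: purified mutant Fbw7 with reduced substrate affinity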
# MITF primary = MITF inhibitors, primary screen, biochemical, AlphaScreen, human | Microphthalmia-associated transcription factor (Homo sapiens), O75030 | AlphaScreen MITF homodimerization, bead proximity signal | inhibition, % at 2.6 µM | 650,000 tested, 0.91% active | AID 1259374, 2018; in the data active = inhibition above about 50%;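 note: 0% = vehicle wells with protein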
# Target sequence (O75030 whole entry, looked up): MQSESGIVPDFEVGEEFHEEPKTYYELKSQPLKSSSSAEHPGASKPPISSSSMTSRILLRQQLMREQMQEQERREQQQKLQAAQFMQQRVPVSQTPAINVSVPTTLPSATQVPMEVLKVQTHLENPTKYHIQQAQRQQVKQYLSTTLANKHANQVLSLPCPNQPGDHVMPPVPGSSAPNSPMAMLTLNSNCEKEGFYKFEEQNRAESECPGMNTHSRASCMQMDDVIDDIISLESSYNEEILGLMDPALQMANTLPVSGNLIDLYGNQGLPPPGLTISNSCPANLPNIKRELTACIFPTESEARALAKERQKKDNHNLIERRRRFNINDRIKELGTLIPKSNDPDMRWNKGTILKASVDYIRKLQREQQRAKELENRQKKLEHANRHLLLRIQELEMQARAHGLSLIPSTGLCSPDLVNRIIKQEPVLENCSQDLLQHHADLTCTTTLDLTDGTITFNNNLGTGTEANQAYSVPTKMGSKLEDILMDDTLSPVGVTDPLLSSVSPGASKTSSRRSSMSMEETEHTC
# TEAD-YAP inh = TEAD-YAP interaction inhibition, primary screen, TEAD-YAP interaction inhibitor project, luminescence, HEK-TIYL cells; TEAD-Gal4/YAP UAS-luciferase luminescence; inhibition, % at 9.12 µM; 640,000 tested, 1.4% active; AID 1259422, 2018; in the data active = inhibition above about 32%;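 note: 0% = median of test compound wells and 100% = reference inhibitor wells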
# GPR151 ag = activators of human GPR151, primary screen, cell-based, PathHunter beta-arrestin, luminescence; G-protein coupled receptor 151 (Homo sapiens), Q8TDV0; PathHunter beta-arrestin GPR151 cells; activation, % at 11.2 µM; 650,000 tested, 1% active; AID 1508602, 2020; in the data active = activation above about 4.9%;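 note: 0% = median of compound wells and 100% = cells with positive control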
# Target sequence (Q8TDV0 whole entry, looked up): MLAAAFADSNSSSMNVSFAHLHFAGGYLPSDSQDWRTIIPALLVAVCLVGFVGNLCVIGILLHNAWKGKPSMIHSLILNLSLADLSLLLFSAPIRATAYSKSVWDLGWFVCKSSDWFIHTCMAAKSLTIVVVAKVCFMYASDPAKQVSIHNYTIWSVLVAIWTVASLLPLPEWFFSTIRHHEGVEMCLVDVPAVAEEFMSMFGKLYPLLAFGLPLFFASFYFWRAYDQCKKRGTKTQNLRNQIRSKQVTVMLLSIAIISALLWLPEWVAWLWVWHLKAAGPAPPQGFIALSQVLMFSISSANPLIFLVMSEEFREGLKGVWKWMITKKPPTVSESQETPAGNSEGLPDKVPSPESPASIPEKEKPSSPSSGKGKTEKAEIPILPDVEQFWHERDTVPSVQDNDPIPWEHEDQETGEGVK
# * hit, by the source's call.
Compound	FBW7 activator	MITF primary	TEAD-YAP inh	GPR151 ag
CC1SC(c2ccc(Cl)cc2)N(Nc2nc(N3CCOCC3)nc(N3CCOCC3)n2)C1=O (stereo not given)	0.0	4.1	11.0	2.3
Cc1cccnc1-n1c(CCN2C(=O)c3ccccc3C2=O)nc2ccccc2c1=O	0.1	5.8	-4.7	-0.7
CC(=O)NCCCc1ccc(C(=O)CCl)cc1	0.0	4.9	8.1	2.6
CSCC(C(=O)NC1CCCc2ccccc21)N1C(=O)C2CCCCC2C1=O (stereo not given)	0.3	24.5	6.5	0.7
Cc1ccnc(SCCCn2c(N3CCN(C)CC3)nc3c2c(=O)[nH]c(=O)n3C)n1	0.8	17.3	1.3	2.8
CCOC(=O)C1(Cc2cccc(C(F)(F)F)c2)CCN(C(=O)Cc2nonc2C)CC1	-0.1	5.9	-22.6	0.2
CCCCCCSc1nnc2c(n1)OC(c1sccc1C)Nc1ccccc1-2 (stereo not given)	0.2	0.0	-2.2	1.9
CN1CCN(c2nccnc2-c2cccc(C(=O)NCCO)c2)CC1	-0.1	5.0	-0.5	2.9
C/C(CC(=O)NCc1ccc(Cl)cc1)=N\NC(=O)C(=O)Nc1ccccn1	0.0	-9.9	-27.4	1.2
CS(=O)(=O)c1ccc(-c2cccc3c2OC(CNC(=O)/C=C/c2ccccn2)C3)cc1 (stereo not given)	0.0	7.2	-3.5	-0.2

# Next section:
Compound	FBW7 activator	MITF primary	TEAD-YAP inh	GPR151 ag
CC1=C(C(=O)Nc2ccccc2C)C(c2cccs2)NC(=O)N1 (stereo not given)	0.1	-5.5	-3.8	2.5
O=C(Cn1ncc2ccccc21)NCc1ccc(Cl)cc1	0.0	-4.0	-27.7	1.9
Cn1c(=O)oc2cc(S(=O)(=O)NCc3ccc(Cl)cc3)ccc21	0.3	22.2	2.1	0.3
COc1cc(C=C(C#N)C#N)cc(CN(C)C)c1O	-0.2	-8.9	8.9	-0.4
CCN(CC)c1nc2c(c(=O)[nH]c(=O)n2C)n1Cc1ccc(F)cc1	0.0	13.1	7.2	0.8
O=C(COCC(=O)Nc1nc2c(F)cccc2s1)Nc1nc2c(F)cccc2s1	-0.2	-0.5	-10.7	-1.1
O=C(COc1cccc([N+](=O)[O-])c1)N/N=C/c1cccnc1	0.4	-5.0	-0.6	-1.1
CCc1c(C)sc(NC(=O)c2ccncc2)c1C(=O)NC1CCCCC1	0.4	3.8	-1.9	-0.2
CC1CN(CC(=O)N[C@@H](Cc2ccccc2)C(N)=O)Cc2ccccc2O1 (stereo not given in full)	-0.2	1.9	5.5	0.4
COc1ccc(CCNc2nc(N3CCCC3CO)nc3c2ncn3-c2ccccc2)cc1 (stereo not given)	-0.1	8.6	8.0	-2.3

# Further compounds.
Compound	FBW7 activator	MITF primary	TEAD-YAP inh	GPR151 ag
CCOC(=O)n1c(=S)oc2ccc(Cl)cc21	-0.1	-3.3	-0.6	-1.0
O=C(NCCc1ccccc1)c1ccc(CNc2nc(=S)[nH]c3ccccc23)cc1	-0.2	-4.0	5.7	-0.6
O=C(NCc1ccccn1)C1CCN(c2nnc(N3CCCC3=O)s2)CC1	-0.1	0.1	-2.8	3.2
COCC(=O)N1CCC(C(Cc2ccccc2C)N(C)C(=O)C2CCC2)CC1 (stereo not given)	0.0	-2.7	-2.5	1.6
CCOc1cc(CN2CCC3(CCC(CNC(=O)C(C)C)O3)CC2)ccc1O (stereo not given)	0.1	-7.1	-12.5	-1.1
CC(=O)c1sc(Cc2nc(O)cs2)nc1C	-0.2	5.9	-1.7	-3.2
O=C(Cc1ccc(Cl)cc1)N1CCN(c2ncnc3c2nnn3-c2cccc(F)c2)CC1	0.0	-19.6	4.7	1.3
CC(=O)c1ccccc1OCC(O)CN1CC(C)OC(C)C1 (stereo not given)	0.0	14.9	3.7	-0.1
CCOc1ccc(NC(=O)CN2CCN(CC(=O)Nc3ccc(OC)cc3)CC2)cc1	0.1	0.1	18.2	-1.4
Cc1cc2c(=O)n(C)c(SCC(=O)O)nc2s1	-0.2	-2.4	0.4	3.3

# (more compounds)
Compound	FBW7 activator	MITF primary	TEAD-YAP inh	GPR151 ag
O=C(NCc1ccco1)c1nnc(Cc2cccc(F)c2)o1	0.1	0.0	-4.6	-0.3
COc1ccc(C(=O)N(C)CC(O)COc2ccc(C)cc2C)cc1[N+](=O)[O-] (stereo not given)	0.0	-3.7	11.3	-0.6
O=C(NC1C2CC3CC(C2)CC1C3)c1ccc(N2CCOCC2)c([N+](=O)[O-])c1 (stereo not given)	-0.1	-6.0	-6.2	-1.0
CCOC(=O)CCC(=O)Nc1ccc(Oc2ccccc2)cc1	-0.1	9.1	-0.1	-0.6
Cc1ccc(C(C)C)c(OCc2nc(-c3nonc3N)no2)c1	0.2	1.9	-18.6	2.9
CCSc1nc(-c2ccccc2)c(NC(=O)CC)s1	0.3	9.9	-4.3	2.5
COC(OC)C12c3ccccc3C(c3ccccc31)C1C(=O)N(CCc3ccccc3)C(=O)C12 (stereo not given)	-0.1	6.0	-9.4	1.0
CC/C(C)=N/n1c(-c2ccc3c(c2)NC(=O)CO3)csc1=Nc1ccc(C)cc1	-0.3	4.0	0.3	-0.3
Cc1c(Cc2ccccc2)c(NCCCN2CCOCC2)n2c(nc3ccccc32)c1C#N	0.1	9.3	1.5	0.1
CCC1CCCCN1Cc1ccc(N)cc1 (stereo not given)	0.0	8.2	-0.8	0.3

# Structures shown so far that have a thiophene ring, fused or not:
Compound	FBW7 activator	MITF primary	TEAD-YAP inh	GPR151 ag
CCCCCCSc1nnc2c(n1)OC(c1sccc1C)Nc1ccccc1-2 (stereo not given)	0.2	0.0	-2.2	1.9
CC1=C(C(=O)Nc2ccccc2C)C(c2cccs2)NC(=O)N1 (stereo not given)	0.1	-5.5	-3.8	2.5
CCc1c(C)sc(NC(=O)c2ccncc2)c1C(=O)NC1CCCCC1	0.4	3.8	-1.9	-0.2
Cc1cc2c(=O)n(C)c(SCC(=O)O)nc2s1	-0.2	-2.4	0.4	3.3

# (next part)
Compound	FBW7 activator	MITF primary	TEAD-YAP inh	GPR151 ag
CNc1nc(Nc2ccc(OC)cc2)c2nccnc2n1	2.9*	16.8	5.4	-1.4
CC(C)Oc1ccc(C(=O)Nc2ccc3c(c2)C(=O)NC3=O)cc1	0.4	25.4	-7.6	-2.8
CC1(C)CC(=O)C=C(NCCCNC2CCCCC2)C1	-0.1	-1.8	5.7	-0.2
Cc1ccc(NNC(=O)C(C)(C)O)c(C)c1	-0.1	6.7	3.3	1.3
N#Cc1c(-c2ccncc2)c2c([nH]c1=S)CCCC2	0.8	14.8	1.5	0.3
CC1=CC(C)(C)N(C(=O)Cc2ccccc2)c2cc(C(c3ccccc3)(c3ccccc3)c3ccccc3)ccc21	0.3	-2.6	-4.8	2.1
CSc1nc2c(c(=O)n1-c1ccc([N+](=O)[O-])cc1)SCC2	0.1	17.6	4.3	-0.8
CCOc1ccc(N2C(=O)CSC2c2ccccc2)cc1 (stereo not given)	0.3	0.7	-8.4	0.0
Oc1ccc(CCNc2nc(Nc3ncccn3)nc3nc[nH]c23)cc1	0.0	1.9	8.2	-1.7
C/C(=N\NC(=O)COc1ccc(C#N)cc1)c1ccccc1F	0.1	9.9	6.3	0.0

# (list continues)
Compound	FBW7 activator	MITF primary	TEAD-YAP inh	GPR151 ag
COc1ccc(C2=NC(c3ccc(C)cc3)NC(c3cc(Cl)ccc3O)C2)cc1 (stereo not given)	-0.1	-6.9	-20.2	-0.7
O=C(COC(=O)c1ccc(O)cc1)NC1CCCCC1	-0.1	58.5*	11.4	0.0
CCOc1ccc(-n2c(=O)[nH]cc(C(=O)Nc3ccc(C(C)=O)cc3)c2=O)cc1	-0.3	17.2	6.4	2.0
COc1ccc(-c2nc(CCn3c(C)nc4ccccc43)no2)cc1	-0.1	-7.5	38.3*	1.9
COc1ccc(S(=O)(=O)N2CCN(c3ccc4nnc(C5CC5)n4n3)CC2)cc1F	-0.1	-18.6	4.1	-0.2
Cc1ccc(C)c(N(C)C(=O)NCc2noc3ccccc23)c1	0.3	-2.1	1.7	-0.9
COCCNC(=O)c1ccc2c(c1)nc(C)n2-c1cc(Cl)ccc1OC	0.8	1.4	-2.9	-2.4
O=C(Cc1c(F)cccc1Cl)NCC(=O)N1CCN(c2ccccc2)CC1	-0.1	-7.6	-7.0	1.4
COc1ccc(CNC(=O)c2c(C)cc(=O)oc2C)cc1	-0.2	-12.6	8.9	-0.2
O=C1NC(=O)C(CC(=O)N2CCC3(CC2)OCc2cc(-c4cccc(F)c4)ccc2O3)N1 (stereo not given)	0.0	3.5	5.5	0.7

# Some of these compounds in order of length of the SMILES, rising:
Compound	FBW7 activator	MITF primary	TEAD-YAP inh	GPR151 ag
O=C(Cn1ncc2ccccc21)NCc1ccc(Cl)cc1	0.0	-4.0	-27.7	1.9
CCOc1cc(CN2CCC3(CCC(CNC(=O)C(C)C)O3)CC2)ccc1O (stereo not given)	0.1	-7.1	-12.5	-1.1
COc1ccc(C2=NC(c3ccc(C)cc3)NC(c3cc(Cl)ccc3O)C2)cc1 (stereo not given)	-0.1	-6.9	-20.2	-0.7

# (further entries)
Compound	FBW7 activator	MITF primary	TEAD-YAP inh	GPR151 ag
CCCn1c(C(=O)O)c(CC(=O)O)c2ccccc21	-0.1	-0.1	0.1	0.7
O=C1CN(c2ccccc2)C(=O)C1C(=O)Nc1c(Cl)cccc1Cl (stereo not given)	0.3	23.8	-6.0	1.8
Nc1ccn(CC(=O)NCCO)c(=O)n1	-0.1	-2.3	5.2	0.2
O=C1C(Cl)=C(NCc2ccc(F)cc2)C(=O)c2ccccc21	0.0	24.4	-0.7	-1.4
Cc1ccc(S(=O)(=O)NCCCNS(C)(=O)=O)cc1	-0.2	-9.9	-0.6	-0.9
COc1ccccc1Oc1ccc(N)cc1	-0.1	6.3	-2.6	-0.3
C=CCN1CCN(C(c2ccc(OC)c(OC)c2)c2nnnn2C2CCCCC2)CC1 (stereo not given)	0.1	9.7	6.7	-0.8
Cc1nc(SCC(=O)NCC2CCCCC2)nc(C)c1C	0.0	-1.3	-2.2	0.5
O=C(Cn1c(=O)sc2ccccc21)N1CCCc2ccccc21	0.0	2.1	5.4	0.1
O=C(CC1CCCCC1)N(c1cccc(Cl)c1)C1C=CS(=O)(=O)C1 (stereo not given)	-0.1	-3.3	13.7	0.3

# Later entries.
Compound	FBW7 activator	MITF primary	TEAD-YAP inh	GPR151 ag
COc1ccc(CN2C[C@@H]3C[C@@H](c4ccc(F)c(F)c4)N4CCC[C@@]34C2=O)cc1	-0.2	-1.5	1.2	-0.2
Cc1ccc(NC(=O)COC(=O)/C(C#N)=C/c2ccccc2)c(Br)c1	0.2	19.4	5.0	0.5
COc1cc(/C=C2\SC(=O)NC2=O)ccc1OC(=O)c1ccccc1	-0.2	1.0	4.6	0.7
CCOc1ccc(CN2C(=O)CCC2(C)C(=O)NC2CCCCC2)cc1 (stereo not given)	-0.1	-7.9	-7.1	-0.3
CCCCNS(=O)(=O)c1ccc(NC(=O)CCCOc2ccccc2)cc1	0.4	-17.4	5.8	-0.2
COc1ccc(-c2n[nH]c(=S)n2Cc2ccco2)cc1	0.0	13.0	-5.8	-0.8
Cc1cccc(N2CCN(C3=NC(=O)/C(=C/c4ccc(N(C)C)cc4)S3)CC2)c1	-0.2	-13.0	2.3	0.2
COc1ccc(C2c3c(oc4ccc(Cl)cc4c3=O)C(=O)N2CCCN2CCOCC2)cc1OC (stereo not given)	-0.1	-1.0	-5.6	0.3
CCC(=O)Nc1cccc(NC(=S)NC(=O)Cc2ccccc2)c1	0.1	9.6	-3.6	-0.3
c1ccc(CCNc2c3c(nc4nnnn24)CCCC3)cc1	0.1	-1.9	-4.2	0.1

# Next part
Compound	FBW7 activator	MITF primary	TEAD-YAP inh	GPR151 ag
c1ccc(-c2cnc3c(NCCc4ccccn4)nccn23)cc1	0.5	12.6	-34.5	-0.9
COc1cc(CC(=O)N2CCCC2c2nc3ccccc3[nH]2)ccc1O (stereo not given)	0.1	-0.3	0.7	0.8
CS(=O)(=O)c1cnc2ncnn2c1C1CCCN(C(=O)C2CCCCC2)C1 (stereo not given)	0.0	10.2	11.2	-0.6
COc1ccc2c(c1)CC(C(=O)Nc1ccc(-c3cn[nH]c3C)cc1OCC(=O)O)CO2 (stereo not given)	1.6	42.0	-10.9	0.6
O=C(/C=C/c1ccc([N+](=O)[O-])cc1)Nc1cccc(Br)c1	-0.1	-1.8	-27.1	1.0
CCOC(=O)C(=O)N1c2ccc(C)cc2-c2c(ssc2=S)C1(C)C	-0.3	19.2	-0.8	-0.2
CCCCNC(=O)CCn1c(=O)c2ccccc2n(Cc2ccc(F)cc2)c1=O	0.1	24.7	6.6	0.1
CCCNC(=O)N1CCC(C(=O)c2ccc3c(c2)OCCO3)CC1	-0.1	-6.4	-18.5	0.3
Cc1ccc(NC(=O)CN2C(=S)NC(C)(C)CC2C)cc1Cl (stereo not given)	0.1	2.6	7.6	0.5
O=C(Nc1ccc(C(F)(F)F)cc1)c1cnccn1	0.0	8.2	-29.5	-1.2

# Next part
Compound	FBW7 activator	MITF primary	TEAD-YAP inh	GPR151 ag
CCOC(=O)C1=CN(C(C)C)C=C(C(=O)OCC)C1c1ccc(OC)c(OC)c1	0.2	3.2	-8.6	0.4
O=C(NCCCN1CCCC1=O)C1CCN(c2ccc(Nc3ccncn3)nn2)CC1	-0.2	11.3	-9.8	-0.1
Nc1ncnc(NNc2c(Cl)cc(Cl)cc2Cl)c1[N+](=O)[O-]	0.0	18.1	4.3	0.0
Clc1ccc(-c2noc(COc3ccccc3)n2)cc1	0.2	-8.4	-23.8	-0.8
